Source: PubChem BioAssay
TEAD-YAP block = TEAD-YAP interaction inhibition | HEK-TIYL cells, TEAD-Gal4/YAP UAS-luciferase luminescence | inhibition, % at 9.12 µM | 1.4% of 640,000 active | AID 1259422; in the data active = inhibition above about 32%;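 also: 0% = median of test compound wells and 100% = reference inhibitor wells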
GPR151 activ = activators of human GPR151 | Q8TDV0 | PathHunter beta-arrestin GPR151 cells, luminescence | activation, % at 11.2 µM | 1% of 650,000 active | AID 1508602; in the data active = activation above about 4.9%;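 also: 0% = median of compound wells and 100% = cells with positive control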
Target sequence (Q8TDV0 whole entry, looked up): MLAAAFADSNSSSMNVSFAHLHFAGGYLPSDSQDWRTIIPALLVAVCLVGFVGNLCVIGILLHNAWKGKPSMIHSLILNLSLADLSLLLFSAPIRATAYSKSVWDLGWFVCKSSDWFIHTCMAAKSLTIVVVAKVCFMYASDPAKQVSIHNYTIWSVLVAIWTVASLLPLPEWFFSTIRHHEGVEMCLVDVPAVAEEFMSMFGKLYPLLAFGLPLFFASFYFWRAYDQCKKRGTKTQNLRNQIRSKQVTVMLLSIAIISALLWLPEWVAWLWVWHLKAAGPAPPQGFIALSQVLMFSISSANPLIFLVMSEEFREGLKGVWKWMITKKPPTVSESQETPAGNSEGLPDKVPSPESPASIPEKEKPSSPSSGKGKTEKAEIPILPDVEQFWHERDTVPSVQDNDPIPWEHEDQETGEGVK
MITF primary = human MITF inhibition, primary screen; AlphaScreen MITF homodimerization, bead proximity signal; inhibition, % at 2.6 µM; 0.91% of 650,000 active; in the data active = inhibition above about 50%;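 also: 0% = vehicle wells with protein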
Target sequence (O75030 whole entry, looked up): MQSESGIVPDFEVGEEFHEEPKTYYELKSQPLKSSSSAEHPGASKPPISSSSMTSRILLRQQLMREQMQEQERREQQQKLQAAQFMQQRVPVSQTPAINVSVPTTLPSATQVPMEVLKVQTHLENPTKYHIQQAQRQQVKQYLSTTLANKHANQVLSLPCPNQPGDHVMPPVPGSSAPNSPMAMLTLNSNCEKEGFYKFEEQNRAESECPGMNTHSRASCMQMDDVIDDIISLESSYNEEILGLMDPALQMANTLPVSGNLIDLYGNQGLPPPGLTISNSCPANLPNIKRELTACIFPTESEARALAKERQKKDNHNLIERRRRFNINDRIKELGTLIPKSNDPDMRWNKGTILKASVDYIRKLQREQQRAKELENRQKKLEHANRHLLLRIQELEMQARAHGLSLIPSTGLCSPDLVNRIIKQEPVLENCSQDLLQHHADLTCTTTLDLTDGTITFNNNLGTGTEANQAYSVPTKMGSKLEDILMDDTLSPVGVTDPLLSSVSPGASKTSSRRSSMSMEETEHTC
FBW7 activator = human FBW7 E3 ligase activation, primary screen. Q969H0. AlphaScreen FBW7–phospho-cyclin E peptide binding, activator screen. normalized activity (activation), % at 26.1 µM. 0.13% of 650,000 active; in the data active = normalized activity above about 1.9%;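 also: purified mutant Fbw7 with reduced substrate affinity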
* = called active by the depositor.

1) CC(=O)N1CCc2cc(Br)cc(S(=O)(=O)NCCCN3CCCC3)c21
2) COc1ccccc1NC(=O)N1CCCC1C(=O)NC(C)C (stereo not given)
3) CC1=C(C(=O)Nc2ccccc2)C(c2cccc([N+](=O)[O-])c2)n2ncnc2N1 (stereo not given)
4) COc1ccc(Cc2nnc3c4cnn(-c5ccc(C)cc5)c4ncn23)cc1
5) C/C(CC(=O)Nc1ccc([N+](=O)[O-])cc1)=N\NC(=O)COc1ccccc1
6) CCN(Cc1ccccc1)C(=O)C1CCN(Cc2cccc(OC)c2OC)CC1
screen / no.,1,2,3,4,5,6
FBW7 activator,0.9,0.0,0.8,0.3,0.1,0.3
MITF primary,15,-5,15,3,18,48
TEAD-YAP block,7,0,-2,-6,-9,-4
GPR151 activ,1.5,-0.7,-0.7,0.4,2.9,1.3

7) CC(=O)c1cc2c(cc1NS(=O)(=O)c1ccc(Br)cc1)OCO2
8) CCCNC(=O)c1ccc(Cl)c(Cl)c1
9) CC1CCCC(NC(=O)CN2C(=O)CCSc3ccccc32)C1C (stereo not given)
10) O=C(NCCSCc1ccco1)c1ccc2c(c1)S(=O)(=O)c1ccccc1C2=O
11) COc1ccc(-c2[nH]nc3c2C(c2ccccc2OC(=O)N2CCOCC2)C(C#N)=C(N)O3)cc1 (stereo not given)
12) Cc1cc(=O)oc2cc(OCC(=O)OCC(=O)NC(=O)NC(C)C)ccc12
screen / no.,7,8,9,10,11,12
FBW7 activator,0.1,-0.1,0.0,-0.3,-0.1,0.1
MITF primary,-6,2,1,0,2,9
TEAD-YAP block,-4,-2,4,-6,-2,0
GPR151 activ,1.3,-0.8,-0.4,2.3,-0.3,-0.1

13) CCOc1ccc(N(CC(=O)Nc2ccc(C)cc2)S(=O)(=O)c2c(C)noc2C)cc1
14) CCC(C)C(=O)Nc1nnc(C(C)C)s1 (stereo not given)
15) COc1cccc(C2CC(c3cccs3)=NN2C(=O)CSc2nnc(CNC(=O)c3cccs3)n2-c2cccc(C)c2)c1OC (stereo not given)
16) C/C(O)=C\C(=O)Nc1cccc(C(F)(F)F)c1
17) C/C(CC(=O)Nc1ccc(Cl)c(C(F)(F)F)c1)=N\NC(=O)c1cccc(F)c1
18) CC(=O)C1=C(C)NC(SCC=C(C)C)=C(C#N)C1c1cccs1 (stereo not given)
screen / no.,13,14,15,16,17,18
FBW7 activator,0.1,0.5,-0.1,0.1,0.1,0.1
MITF primary,0,5,0,-1,-10,19
TEAD-YAP block,0,0,-19,6,-29,1
GPR151 activ,-0.1,-0.8,-0.2,-1.2,-1.4,0.5

19) CSc1cccc2sc(N(Cc3cccnc3)C(=O)CCCSc3ccccc3)nc12
20) O=C(CSc1nncc2ccccc12)N1CCOCC1
21) O=C(NCc1cc2ccccc2o1)c1ccco1
22) Cc1ccc(CCNC(=O)CS(=O)Cc2nc(-c3ccc(C)cc3)oc2C)cc1 (stereo not given)
23) Cc1ccn2cc(CNC(=O)c3cccs3)nc2c1
24) Cc1c(NC(=O)C(C)SCC(=O)O)c(=O)n(-c2ccccc2)n1C (stereo not given)
screen / no.,19,20,21,22,23,24
FBW7 activator,0.0,0.6,1.5,0.4,-0.1,-0.1
MITF primary,-3,28,17,26,19,-7
TEAD-YAP block,-5,-2,-14,10,-1,-3
GPR151 activ,-1.4,2.0,-1.5,2.1,0.0,1.2

25) Cc1c(NC(=O)Nc2ccc(F)cc2F)cccc1[N+](=O)[O-]
26) CCN(CC)c1ccc(C2C(C#N)=C(N)N(c3ccc(Br)cc3)C3=C2C(=O)CCC3)cc1 (stereo not given)
27) CC(C)[C@H](NS(=O)(=O)c1ccccc1)C(=O)OCn1nnc2ccccc2c1=O
28) Cc1cc(C=O)c(C)n1-c1ccnn1C(C)C
29) CCN1C(=O)/C(=C\c2ccc(O)cc2O)SC1=S
30) Cc1nn(CC(=O)Nc2ccc(F)cc2)c(C)c1[N+](=O)[O-]
screen / no.,25,26,27,28,29,30
FBW7 activator,0.2,-0.2,-0.1,0.0,-0.6,-0.2
MITF primary,-9,8,-1,1,7,-11
TEAD-YAP block,6,2,8,3,-21,3
GPR151 activ,-0.8,-0.4,1.5,0.2,-2.0,-0.7

31) O=C1CCC(CCNCc2cccnc2)N1Cc1ccccc1OC(F)(F)F (stereo not given)
32) NC1=NC(=O)/C(=C\c2ccc(Cl)cc2)S1
33) CC1=CC(C)(C)N(C(=O)Nc2ccccc2)c2ccccc21
34) CO[C@H]1[C@H](NC(=O)C(C)C)c2ccccc2C12CCN(Cc1cnc(SC)nc1)CC2
35) COC(=O)c1ccc(NCC(=O)c2ccc(OC)cc2)cc1
36) S=C1NCN(Cc2ccccc2)CN1
screen / no.,31,32,33,34,35,36
FBW7 activator,-0.1,0.3,-0.1,0.0,0.1,-0.2
MITF primary,-3,12,6,-8,-11,3
TEAD-YAP block,-4,2,-16,-20,26,4
GPR151 activ,-0.1,-1.0,-0.6,0.6,-1.0,0.1

37) Cc1cc(NC(=O)CCNS(=O)(=O)c2ccc3c(c2)c(=O)n(C)c(=O)n3C)n[nH]1
38) COc1ccccc1C(=O)Nc1cnc2ccccc2c1
39) Cc1ccc(N2CC(c3nnc(-c4ccc5c(c4)OCO5)o3)CC2=O)cc1 (stereo not given)
40) CC(=O)c1ccc(OCCCC(=O)Nc2nc(-c3ccccc3)c(C)s2)cc1
41) COC(c1ccccc1)c1nnc(CCC(=O)NCc2csc(C(C)C)n2)o1 (stereo not given)
42) CCCOc1ccc(/C=N/NC(=O)C(=O)Nc2cc(Cl)ccc2C)cc1
screen / no.,37,38,39,40,41,42
FBW7 activator,0.2,0.0,-0.1,0.5,0.0,0.1
MITF primary,6,6,-16,1,8,-15
TEAD-YAP block,3,-39,1,-1,-3,1
GPR151 activ,-0.8,-0.6,1.3,-1.8,-1.0,0.4

43) O=C(Cc1ccc(F)cc1)NCCc1nnc2n1CCN(Cc1ccccc1)CC2
44) CN(C)C(=O)COc1ncnc2ccc(Br)cc12
45) O=C1CN(C(=O)COC(=O)c2cc(-c3cccs3)nc3ccccc23)c2ccccc2N1
46) O=C(O)C1c2ccccc2CCN1S(=O)(=O)c1cccc2nsnc12 (stereo not given)
47) COc1ccc(C2NC(=O)NC3=C2C(=O)N(CC2CCCO2)C3)cc1 (stereo not given)
48) Cc1ccc(C)c(NC(=O)C(=O)NCc2ccncc2)c1
screen / no.,43,44,45,46,47,48
FBW7 activator,0.0,0.6,0.2,-0.1,0.4,0.1
MITF primary,-4,-7,55*,-7,-4,16
TEAD-YAP block,1,-1,7,7,-1,-4
GPR151 activ,1.1,-0.9,-0.8,-0.7,1.1,1.1

49) CCN1C(=O)C(O)(CC(=O)c2cccs2)c2ccccc21 (stereo not given)
50) CC(C)NC(=O)CN1C(=O)N2CCN=C2c2ccccc21
51) COC(=O)c1ccc(CN2CCC(N(CC3CC3)C(=O)Nc3cccc(F)c3)CC2)cc1
52) Cc1ccc(NC(=O)/C(=C/c2cccc([N+](=O)[O-])c2)NC(=O)C2CCCCC2)cc1
53) COc1ccc(-c2nc3ccccn3c2NC(C)(C)C)cc1O
54) COC(=O)C(C)N1C(=O)S/C(=C/c2cn(CC(=O)O)c3ccccc23)C1=O (stereo not given)
screen / no.,49,50,51,52,53,54
FBW7 activator,0.2,0.1,0.1,-0.2,0.0,-0.3
MITF primary,-3,6,-2,-4,3,-15
TEAD-YAP block,1,-3,-10,-6,-12,-1
GPR151 activ,-0.6,-1.1,2.2,0.5,-0.2,1.8

Complete entries, quoted from the list. Screens in order: FBW7 activator	MITF primary	TEAD-YAP block	GPR151 activ
COC(=O)C(C)N1C(=O)S/C(=C/c2cn(CC(=O)O)c3ccccc23)C1=O (stereo not given) is listed with -0.3	-15	-1	1.8
Cc1ccc(NC(=O)/C(=C/c2cccc([N+](=O)[O-])c2)NC(=O)C2CCCCC2)cc1 is listed with -0.2	-4	-6	0.5
COC(=O)c1ccc(CN2CCC(N(CC3CC3)C(=O)Nc3cccc(F)c3)CC2)cc1 is listed with 0.1	-2	-10	2.2

Back to the main list, repeating the 3 entries before the break.
52) Cc1ccc(NC(=O)/C(=C/c2cccc([N+](=O)[O-])c2)NC(=O)C2CCCCC2)cc1
53) COc1ccc(-c2nc3ccccn3c2NC(C)(C)C)cc1O
54) COC(=O)C(C)N1C(=O)S/C(=C/c2cn(CC(=O)O)c3ccccc23)C1=O (stereo not given)
55) COC(=O)c1ccc(C(=O)OC)c(NC(=O)Nc2ccc3c(c2)OCO3)c1
56) CN1CCN(C(=O)C2CC(c3c(F)cccc3Cl)=NO2)CC1 (stereo not given)
57) COc1cccc(-c2ccccc2NC(=O)C2CCN(Cc3nc(C)c(C)nc3C)CC2)c1
58) CCN(CC)S(=O)(=O)c1ccc(C(=O)NCCOc2cc(C)cc(C)c2)cc1
59) COc1cccc(Nc2cc(NCCCO)c([N+](=O)[O-])c3nonc23)c1
60) COC(=O)c1ccc2c(=O)n(Cc3ccco3)c(SCC(=O)Nc3ccc(C)cc3)nc2c1
screen / no.,52,53,54,55,56,57,58,59,60
FBW7 activator,-0.2,0.0,-0.3,-0.1,0.6,0.0,-0.1,-0.3,-0.1
MITF primary,-4,3,-15,6,7,12,3,0,14
TEAD-YAP block,-6,-12,-1,-27,-21,-11,-1,2,0
GPR151 activ,0.5,-0.2,1.8,2.4,-0.8,0.8,-1.3,-1.4,0.3

61) COc1ccc(OCC(=O)N/N=C(\C)c2ccccn2)c(Br)c1
62) CCCCNC(=O)C(CC)n1nc(C)c2sc3ccccc3c2c1=O (stereo not given)
63) Cc1ccc(NCC(=O)N/N=C/c2cc(I)ccc2O)cc1
64) CC(=O)N(Cc1cccs1)Cc1cc2cc(C)cc(C)c2[nH]c1=O
65) O=C(Nc1ccc(Cl)cc1)c1cc(S(=O)(=O)N2CCC3(CC2)OCCO3)ccc1F
66) COc1cc(Br)c(CN2CCC(N3CCCCC3)CC2)cc1OC
screen / no.,61,62,63,64,65,66
FBW7 activator,-0.1,0.0,-0.1,0.0,-0.1,-0.1
MITF primary,3,8,10,7,7,16
TEAD-YAP block,-1,-5,12,7,-8,-11
GPR151 activ,-0.6,-0.2,0.2,-0.2,-0.5,-1.2

67) Cc1ccc(/C=N/N2C(=O)C3C4C=CC(C5CC45)C3C2=O)cc1 (stereo not given)
68) Cc1ccc(N(C)S(=O)(=O)c2ccc3[nH]cc(C(=O)N4CCN(c5ccccc5)CC4)c(=O)c3c2)cc1C
69) CCOC(=O)c1sc2nc(SCC(=O)O)n(Cc3ccccc3)c(=O)c2c1C
70) Cc1nc(SCC(=O)Nc2c(C)cccc2C)c2c3c(sc2n1)CCC3
71) COc1ccc(-c2[nH]nc3c2C(c2cc(Cl)c(OC(=O)c4cccs4)c(OC)c2)C(C#N)=C(N)O3)cc1 (stereo not given)
72) CC(=O)N1CCC(N(CCC(C)C)C(=S)Nc2ccc(C)cc2)CC1
screen / no.,67,68,69,70,71,72
FBW7 activator,0.0,-0.2,-0.1,0.0,0.0,0.0
MITF primary,11,4,-8,8,4,-2
TEAD-YAP block,-18,2,-14,3,-3,-8
GPR151 activ,1.9,2.5,0.3,2.7,0.5,2.4

73) Cc1ccc(S(=O)(=O)/N=C/C=C2\N(C)c3ccccc3C2(C)C)cc1
74) FC(F)(F)C1(C(F)(F)F)N=C(c2ccncc2)OC(N2CCCCC2)=N1
75) C=CCC(c1ccco1)N(C(C)=O)c1ccccc1 (stereo not given)
76) NC(=O)c1cnc(Nc2ccc(C(F)(F)F)cc2)s1
77) CC(=O)N1Cc2ccccc2CC1C(=O)OCc1ccc(C#N)cc1 (stereo not given)
78) CCN(CC(=O)Nc1ccc(Br)cc1)CC(=O)Nc1ccc(C(N)=O)cc1
screen / no.,73,74,75,76,77,78
FBW7 activator,0.1,0.0,0.0,0.1,0.7,0.0
MITF primary,-1,17,-4,8,17,-5
TEAD-YAP block,6,-3,2,1,-1,16
GPR151 activ,1.6,0.6,-0.8,2.8,-1.0,-0.7

79) Cc1ccc(C(=O)N2N=C(c3ccc(Br)cc3)CC2c2ccco2)cc1 (stereo not given)
80) CCOC(=O)c1ccc(NC(=O)C2CC(=O)N(CCc3ccc(OC)c(OC)c3)C(=Nc3cccc(C(F)(F)F)c3)S2)cc1 (stereo not given)
81) CCN(CC)S(=O)(=O)c1ccc(-c2csc(N3N=C(c4cccc([N+](=O)[O-])c4)CC3c3ccc(F)cc3)n2)cc1 (stereo not given)
82) Cc1nnc(SCC(=O)Nc2cc(C(F)(F)F)cc(C(F)(F)F)c2)[nH]c1=O
83) CN(C)Cn1nc(-c2cccs2)n(-c2ccccc2)c1=S
84) COC(=O)c1c(NC(=O)/C=C/c2ccc(OC)c(OC)c2)sc2c1CCC2
screen / no.,79,80,81,82,83,84
FBW7 activator,0.1,-0.2,0.0,0.1,0.1,0.2
MITF primary,-15,5,4,-16,1,1
TEAD-YAP block,2,9,-1,-1,2,-6
GPR151 activ,1.3,-0.4,0.5,-2.1,1.9,1.0

85) COC(=O)NCC(C)OC(=O)Nc1ccc(C)cc1 (stereo not given)
86) CNc1oc(-c2ccco2)nc1S(=O)(=O)c1ccc(F)cc1
87) Cc1ccc(C(=O)Oc2cc(N)n(S(=O)(=O)c3ccc(F)cc3)n2)cc1
88) O=C(O)CCCNC(=O)OCc1ccccc1
89) Cc1ccc2c(c1)/C(=C/c1ccc3c(c1)OCO3)c1cccnc1-2
screen / no.,85,86,87,88,89
FBW7 activator,0.5,0.0,-0.1,0.0,-0.2
MITF primary,16,3,-4,8,-3
TEAD-YAP block,-12,2,-8,0,5
GPR151 activ,1.5,4.6,-1.3,-0.7,2.2
